Assay outcomes from PubChem BioAssay.
Pyk2 oligo antag: antagonists of Pyk2 self-association, primary screen, Q293 cells, FERM NanoBiT luminescence, HTS. Protein-tyrosine kinase 2-beta (Homo sapiens), Q14289. active compounds read low. z-score (the deposit names both 25 µM and 10 µM). 0.83% of 99,000 active. AID 1347419, 2020;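 active = Z-score of -3 or lower, scaled per plate to the spread of control and sample wells; inactive = z-score above -3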;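 also: negative z-score means lost luminescence so less FERM oligomerization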
CYP2C9 inhib: blockers of cytochrome P450 2C9 activity – biochemical, luminescence, ADME assay, primary screen | P11712 | CYP2C9 Supersomes, luciferin-H conversion | inhibition, % at 5 µM | 20% of 96,000 active;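 active = blocking of liver enzyme CYP2C9 beyond about 50% at 5 µM, limit read from the data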; also: values of inactives mirror those of a sister screen read the other way
Target sequence (P11712 whole entry, looked up): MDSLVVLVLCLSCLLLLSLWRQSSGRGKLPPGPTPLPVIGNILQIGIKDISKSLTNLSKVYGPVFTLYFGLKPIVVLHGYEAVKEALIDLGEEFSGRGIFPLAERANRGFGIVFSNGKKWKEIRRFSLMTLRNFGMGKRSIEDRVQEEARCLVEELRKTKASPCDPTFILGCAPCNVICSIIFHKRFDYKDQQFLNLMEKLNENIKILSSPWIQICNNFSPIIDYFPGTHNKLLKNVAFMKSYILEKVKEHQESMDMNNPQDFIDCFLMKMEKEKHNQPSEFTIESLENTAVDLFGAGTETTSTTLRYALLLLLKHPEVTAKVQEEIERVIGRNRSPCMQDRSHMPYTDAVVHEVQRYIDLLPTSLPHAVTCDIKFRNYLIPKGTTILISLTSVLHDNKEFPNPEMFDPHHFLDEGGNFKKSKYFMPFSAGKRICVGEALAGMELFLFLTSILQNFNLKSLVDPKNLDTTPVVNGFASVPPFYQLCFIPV
hDAT+cocaine: changed hDAT dopamine uptake under cocaine IC80, either direction, primary screen, cocaine antagonist project, cell-based, LLC-PK1 hDAT, [14C]-dopamine uptake, MLSMR; Sodium-dependent dopamine transporter (Homo sapiens), Q01959; LLC-PK1 hDAT cells, [14C]-dopamine uptake with cocaine IC80; actives deviate in either direction; B-score at 10 µM; 1.3% of 110,000 active;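 active = Z score or B-score, a plate-position-corrected score, falls beyond the plate's 99.7% confidence bounds, in either direction; inactive = both scores lie inside the 99.7% bounds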;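 also: scored against the spread of the other compound wells on the same plate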
Ecoli WT expand: growth inhibitors of wild-type E. coli, primary screen, strain BW25113, expanded library, OD600. OD600 absorbance. growth inhibition, % at 100 µM. 0.15% of 98,000 active. AID 710, 2007;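 active = growth inhibition above about 50% at one test dose, limit read from the data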;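 also: growth measured after 20 h incubation at 37 °C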
LYP inh 2: PTPN22 phosphatase inhibitors, primary screen, biochemical, DiFMUP fluorescence, 2 µM | Tyrosine-protein phosphatase non-receptor type 22 (Homo sapiens), Q9Y2R2 | recombinant LYP catalytic domain | inhibition, % at 2 µM | 0.21% of 96,000 active | AID 640, 2007;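 active = inhibition at 2 µM at or above a set limit, the screen mean plus 3 SD, cut at about 24% in these data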;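 also: 0% = DMSO with enzyme and 100% = enzyme fully blocked by orthovanadate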
PostGolgi yeast: phenotypic screen on post-Golgi transport, primary screen | post-Golgi transport phenotypic cell assay | AID 739, 2007 | 0.9% of 98,000 active | inhibition, % at 10 µM;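 also: yeast cells grown in 1536-well plates; yeast grown about 18 h at 30C before absorbance read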
PostGolgi ctrl: growth inhibition of yeast control strain, primary screen, counter-screen for post-Golgi transport modulator project. 5% of 98,000 active. efflux-deficient yeast background strain, growth absorbance A615, 16 h. inhibition, % at 10 µM. AID 738, 2007
CYP2C9 act: human CYP2C9 activators, primary screen, biochemical, luminescence. AID 1024, 2008. activation factor at 5 µM. 1.4% of 96,000 active. recombinant CYP2C9, luciferin-H conversion; active compounds read high; factor 1 = untreated enzyme, 0 = blocked. Cytochrome P450 2C9 (Homo sapiens), P11712;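 active = activation factor of 2 or more for CYP2C9 at a 5 µM dose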;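 also: 0 = sulfaphenazole-blocked wells and 1 = vehicle-only wells; values of inactives mirror those of a sister screen read the other way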
LYP act: LYP phosphatase activators, primary screen, biochemical, DiFMUP fluorescence, 2 µM. Tyrosine-protein phosphatase non-receptor type 22 (Homo sapiens), Q9Y2R2. recombinant LYP; 0 = plate median, 100 = signal doubled. activation, % at 2 µM. 0.11% of 96,000 active. AID 697, 2007;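 active = activation at 2 µM above a set limit, the mean plus 5 SD, cut at about 37% in these data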
The depositor's hits bear a star; . = no result given. Rule as the data show it, unless noted: active = inhibition above about 30%; inactive = the rest. Compounds were not picked by outcome, and some 24% of all compounds hit somewhere here.

1) CCN(CC)S(=O)(=O)c1cc(C(=O)N2CCc3ccccc32)ccc1Cl
2) Cn1nnnc1SCC(=O)N1CCN(c2ccccc2)CC1
3) O=C(CCC(=O)c1cccs1)OCc1nnc(-c2ccccc2)o1
4) Cc1cccc(C2N(c3nccs3)C(=O)C3CCCN32)c1 (centres undefined)
5) COc1ccc(-c2nc(N3CCOCC3)nc3n[nH]c(N)c23)cc1
6) Cc1ccc(-c2noc(CCCOc3ccc(Cl)cc3Cl)n2)cc1
assay / compound	1	2	3	4	5	6
Pyk2 oligo antag	-0.12	-0.41	0.11	0.66	-0.41	0.81
CYP2C9 inhib	28	-23	2	3	-4	32
hDAT+cocaine	.	0.33	-0.0069	-0.064	-0.3	-0.45
Ecoli WT expand	-5	-1	6	2	0	-3
LYP inh 2	-5	-5	7	3	.	4
PostGolgi yeast	3	1	-4	-4	5	-3
PostGolgi ctrl	14	-7	19	3	7	5
CYP2C9 act	0.7	1.2	1	1	1	0.7
LYP act	4	3	-10	-5	.	0

7) O=C(Nc1ccc(CN2CCOCC2)cc1)c1cc2ccccn2n1
8) Cc1ccc2cc(CN(Cc3nnnn3Cc3ccco3)CC3CCCO3)c(=O)[nH]c2c1C (centres undefined)
9) Cc1ccc2nc(NC(=O)c3ccc(Cn4cc(Cl)cn4)o3)sc2c1
10) Cc1ccc(Cn2c(SCC(=O)N/N=C/c3ccc(C)o3)nc3ccccc32)cc1
11) COC(=O)[C@H](CCSC)NC(=O)Nc1cc(C)ccc1C
12) CC(=O)N1CCc2cc(S(=O)(=O)Nc3ccccc3N3CCN(C)CC3)ccc21
assay / compound	7	8	9	10	11	12
Pyk2 oligo antag	.	0.47	-2.4	-1	0.72	.
CYP2C9 inhib	-5	86*	.	19	0	2
hDAT+cocaine	0.22	1.7	-1.3	0.41	0.34	0.21
Ecoli WT expand	9	7	2	-12	-2	-2
LYP inh 2	3	.	13	-8	9	-4
PostGolgi yeast	2	-3	5	1	1	6
PostGolgi ctrl	3	0	5	9	9	-2
CYP2C9 act	1.1	0.1	.	0.8	1	1
LYP act	-5	.	-12	7	-11	2

13) COc1ccc(OC)c2[nH]c(=O)c(CCNC(=O)c3ccc(S(=O)(=O)N4CCCC4)cc3)cc12
14) CCOC(=O)C1(O)CSc2nc3sc(C(=O)O)c(C)c3c(=O)n21 (centres undefined)
15) O=C1CC(N(C(=O)c2ccco2)c2cccc(Cl)c2)C(=O)N1c1cccc(Cl)c1 (centres undefined)
16) Cc1cc(C)cc(NS(=O)(=O)c2ccc(NC(=S)NC(=O)c3ccc(Br)o3)cc2)c1
17) COc1ccc(C(=O)Cn2c(NCCO)nc3ccccc32)cc1OC
18) Fc1c(F)c(F)c(CSc2nc3ccccc3[nH]2)c(F)c1F
assay / compound	13	14	15	16	17	18
Pyk2 oligo antag	0.81	0.32	-1.4	2.1	1.2	-0.72
CYP2C9 inhib	62*	-15	92*	74*	.	26
hDAT+cocaine	.	-1.4	-0.24	-0.86	1.1	-0.68
Ecoli WT expand	-2	-7	-7	-7	.	-2
LYP inh 2	0	1	-3	6	5	-1
PostGolgi yeast	9	8	-5	16	.	-3
PostGolgi ctrl	9	10	13	27	.	-5
CYP2C9 act	0.4	1.1	0.1	0.3	.	0.7
LYP act	-3	-4	6	-7	-6	-2

19) COc1cccc(C(=O)N2CCN(S(=O)(=O)Cc3ccccc3)CC2)c1
20) O=C1CCN=C(Nc2ccc(F)cc2)N1Cc1ccccc1
21) N#CC1=C(N)Oc2n[nH]c(CSc3ccccc3)c2C12C(=O)Nc1ccccc12 (centres undefined)
22) CC(C)(C)n1nnnc1C(c1ccccc1F)N1CCN(C2CCCC2)CC1 (centres undefined)
23) CC1=NC(C(F)(F)F)(C(F)(F)F)C2=C(CC(C)(C)CC2=O)N1Cc1ccco1
24) O=C(Oc1ccccc1)N1CCN(c2ccc(F)cc2)CC1
assay / compound	19	20	21	22	23	24
Pyk2 oligo antag	0.86	0.49	0.66	0.03	0.25	1.6
CYP2C9 inhib	29	14	24	3	54*	-8
hDAT+cocaine	-0.37	-0.027	2.2	-0.38	-1.2	1.4
Ecoli WT expand	11	14	4	3	5	3
LYP inh 2	-11	5	-4	.	-9	6
PostGolgi yeast	-9	-4	1	-8	4	5
PostGolgi ctrl	6	1	11	0	0	17
CYP2C9 act	0.7	0.9	0.8	1	0.5	1.1
LYP act	10	-2	4	.	9	-8

25) Cc1nc2ccccc2n1CC(=O)NCCN1CCOCC1
26) Cc1nc(N)sc1-c1csc(Nc2ccccn2)n1
27) Fc1ccccc1-c1nnc2c3ccccc3nc(N3CCOCC3)n12
28) Cc1cc(-n2c(C)cc(C(=O)COC(=O)CN=C3NS(=O)(=O)c4ccccc43)c2C)no1
29) O=C1CCc2cc(S(=O)(=O)NC(Cc3ccccc3)C(=O)NC3CCCCC3)ccc2N1 (centres undefined)
30) CCOc1ccc(N(C(C)C(=O)NCc2ccco2)S(C)(=O)=O)cc1 (centres undefined)
assay / compound	25	26	27	28	29	30
Pyk2 oligo antag	-0.09	1.6	0.41	0.05	.	1.9
CYP2C9 inhib	.	61*	27	27	22	54*
hDAT+cocaine	0.28	4.6*	-0.44	-0.11	.	0.032
Ecoli WT expand	.	13	5	7	0	-10
LYP inh 2	0	7	10	10	-4	7
PostGolgi yeast	.	-2	0	-3	6	5
PostGolgi ctrl	.	0	11	-2	2	0
CYP2C9 act	.	0.4	0.7	0.7	0.8	0.5
LYP act	0	-10	-11	-14	3	-7

31) Cc1[nH]c2ccccc2c1CCO
32) CC(C)COC(=O)C1C(=O)CC(C)(O)C(C(=O)OCC(C)C)C1c1cccnc1 (centres undefined)
33) CC(C)CC(=O)NCCNC(=O)c1cc(OCC(F)(F)F)ccc1OCC(F)(F)F
34) COC(=O)c1oc2ccc(Br)cc2c1-n1cccc1
35) CCOC(=O)c1cc2c(=O)n3ccccc3nc2n(CCCOC)c1=NC(=O)C(C)(C)C
36) O=C1NN=C(c2ccc(Cl)cc2)CC1c1cccc(Cl)c1 (centres undefined)
assay / compound	31	32	33	34	35	36
Pyk2 oligo antag	0.11	0.07	-0.31	0.08	0.16	-0.18
CYP2C9 inhib	-23	20	87*	18	20	18
hDAT+cocaine	-0.98	-0.5	-0.68	0.013	0.54	-0.3
Ecoli WT expand	7	-1	1	-2	11	6
LYP inh 2	-9	-6	3	-12	-3	-5
PostGolgi yeast	0	17	-5	-6	3	12
PostGolgi ctrl	27	13	-2	3	-1	46*
CYP2C9 act	1.2	0.8	0.1	0.8	0.8	0.8
LYP act	11	3	-6	11	6	4

37) COc1cccc(OCCCCSc2ncccn2)c1
38) C=C(C)c1cccc(C(C)(C)NC(=O)N2CCCC2)c1
39) CCOC(=O)c1c(C)nc2cc(C)ccn12
40) COC(=O)c1ccccc1NC(=O)c1noc2c1CCC2
41) CCCS(=O)(=O)N1CCC(C(=O)NCCN2CCCC2)CC1
42) CC1(C)CC(=O)C=C(NC2CC(C)(C)NC(C)(C)C2)C1
assay / compound	37	38	39	40	41	42
Pyk2 oligo antag	0.67	-0.01	1.3	-0.26	0.35	2.6
CYP2C9 inhib	20	.	29	-35	-11	10
hDAT+cocaine	0.63	0.53	0.16	0.079	-0.19	0.3
Ecoli WT expand	10	.	-2	-3	2	0
LYP inh 2	-4	5	.	.	-7	-9
PostGolgi yeast	4	.	1	-32	3	4
PostGolgi ctrl	4	.	5	8	16	-2
CYP2C9 act	0.8	.	0.7	1.3	1.1	0.9
LYP act	2	-6	.	.	8	6

43) O=C(O)CSc1nnc(-c2ccco2)o1
44) CCn1c(CNC(=O)c2ccccc2)nc2ccccc21
45) CCCCn1nc2cc(C(=O)N(CC)c3ccc(OC)cc3)ccc2c1OCC
46) Cc1cc(NC(=O)CSc2n[nH]c(CC(C)C)n2)no1
47) COC(=O)c1ccccc1NC(=O)c1ccccc1SC
48) CCC(=O)Nc1ccc(C(=O)CSc2nnc(-c3ccc(O)cc3)n2CC2CCCO2)cc1OC (centres undefined)
assay / compound	43	44	45	46	47	48
Pyk2 oligo antag	0.1	0.53	.	-0.53	-0.4	0.5
CYP2C9 inhib	4	.	75*	16	.	15
hDAT+cocaine	-0.052	1.3	0.15	0.47	0.23	.
Ecoli WT expand	-11	.	0	5	-6	6
LYP inh 2	-9	1	-5	-1	-21	6
PostGolgi yeast	4	.	13	0	2	-2
PostGolgi ctrl	6	.	17	11	6	0
CYP2C9 act	1	.	0.3	0.8	.	0.9
LYP act	8	-2	2	1	16	-2

49) O=C(Nc1c(F)cccc1F)c1ccc(-n2cncn2)nc1
50) O=C(Nc1nnc(SCc2ccc(F)cc2)s1)C1Cc2ccccc2CN1C(=O)c1ccco1 (centres undefined)
51) CCOC(=O)c1c(C)[nH]c(C(=O)OCC(=O)N2CCN(S(=O)(=O)c3ccccc3)CC2)c1C
52) COc1ccc(N2C(=O)CCC(C(=O)O)C2c2ccc(F)cc2)cc1 (centres undefined)
53) Cc1nn(CC(=O)Nc2ccc(C(=O)N3CCCCC3)cc2)c(=O)c2ccccc12
54) O=C1CSC(c2ccccc2F)N1c1ccccc1 (centres undefined)
assay / compound	49	50	51	52	53	54
Pyk2 oligo antag	1.3	-0.43	0.67	0.74	0.91	-0.31
CYP2C9 inhib	48	49	-3	-5	16	.
hDAT+cocaine	-0.9	-0.11	-0.84	-1	1.3	-0.28
Ecoli WT expand	2	-9	-9	-6	-2	.
LYP inh 2	5	16	8	-18	-4	-4
PostGolgi yeast	-1	-8	-6	0	1	.
PostGolgi ctrl	3	2	3	1	6	.
CYP2C9 act	0.5	0.5	1	1.1	0.8	.
LYP act	-3	-18	-5	17	1	2

55) Cc1ccc2nc3c(cc(C(=O)NCCCn4ccnc4)n3C)c(=O)n2c1
56) CCOC(=O)c1[nH]c2ccc(F)cc2c1NC(=O)Nc1ccccc1OC
57) CCn1c(COc2ccccc2C(N)=O)nc2ccccc21
58) CNC(=O)c1ccc(N(Cc2ccccc2)S(C)(=O)=O)cc1
59) CCOC(=O)c1[nH]c(C)c(C(=O)NC)c1C
60) CCOc1ccc(N2C(=O)/C(=C/c3cccs3)N(CC(=O)OC)C2=S)cc1
61) COc1cc(C2C(C(=O)Nc3ccc(F)cc3)=C(C)Nc3nc(CCCO)nn32)cc(OC)c1OC (centres undefined)
62) CC12C(=O)N(Cc3ccccc3)C(=O)C1C1C=CC2C1 (centres undefined)
assay / compound	55	56	57	58	59	60	61	62
Pyk2 oligo antag	1.2	2.5	2.3	1.3	.	0.72	.	0.25
CYP2C9 inhib	90*	-9	.	36	2	-2	11	20
hDAT+cocaine	0.9	0.089	1.8	0.89	-0.3	0.031	-0.53	0.0072
Ecoli WT expand	-6	3	1	2	3	-3	-7	7
LYP inh 2	-3	12	-16	-4	6	9	-6	.
PostGolgi yeast	-4	-8	3	-2	2	0	1	5
PostGolgi ctrl	8	-3	4	-7	2	15	-4	1
CYP2C9 act	0.1	1.1	.	0.6	1	1	0.9	0.8
LYP act	4	-8	12	4	-8	-5	4	.
